Screening data (PubChem BioAssay)
HTRA1 inh: blocks human HTRA1 serine peptidase. recombinant HTRA1, FP-rhodamine activity-based probe, fluorescence polarization. AID 504803. 340,000 tested, 0.5% active. inhibition, % at 5.96 µM. Q92743; in the data active = inhibition above about 36%;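 also: 0% = enzyme with DMSO and 100% = wells lacking enzyme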
SIAE inh: inhibitors of human sialic acid acetylesterase SIAE | SIAE FP-Rh probe binding, fluorescence polarization | 370,000 tested, 0.69% active | AID 1053197 | Q9HAT2 | inhibition, % at 9.66 µM;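 active = inhibition above a cutoff: mean of compounds within the control limits plus 3 SD of those, cut at about 17% in these data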;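 also: 0% = plate median of compound wells and 100% = probe without SIAE protein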
ABHD4 inh: ABHD4 (mouse) inhibition, primary FP screen; 370,000 tested, 0.54% active; inhibition, % at 8.92 µM; Q8VD66; AID 720543; purified mABHD4, FP-Rh probe fluorescence polarization;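 active = inhibition exceeding the mean over every tested compound plus 3 SD, cut at about 30% in these data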;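 also: 0% = plate median of compound wells and 100% = S159A mutant with DMSO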
Target sequence (Q8VD66 whole entry, looked up): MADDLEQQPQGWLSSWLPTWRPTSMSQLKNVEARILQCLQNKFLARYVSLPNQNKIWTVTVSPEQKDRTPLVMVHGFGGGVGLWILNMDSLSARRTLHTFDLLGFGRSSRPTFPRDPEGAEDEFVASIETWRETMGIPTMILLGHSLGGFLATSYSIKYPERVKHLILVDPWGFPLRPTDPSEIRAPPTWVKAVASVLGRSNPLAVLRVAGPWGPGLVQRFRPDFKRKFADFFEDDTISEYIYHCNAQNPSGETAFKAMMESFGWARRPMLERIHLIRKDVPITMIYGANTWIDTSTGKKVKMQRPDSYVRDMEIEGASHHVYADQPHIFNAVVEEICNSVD
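Doses – 8.92 µM, single dose · Material – wild-type mouse ABHD4 protein · Replication – single well per compound (singlicate) · Measure – percent inhibition of probe binding, normalized to plate controls · Schedule – 45 min compound pre-incubation plus 60 min probe step, 25 °C · Detection – fluorescence polarization with parallel and perpendicular emission, 525/598 nm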
PG9 Ab binder: PG9 antibody binding by small molecule. TR-FRET gp120-PG9 antibody binding. inhibition, % at 6.7 µM. 360,000 tested, 0.43% active; in the data active = inhibition above about 8.5%
Tn7 DDE FP: disrupts Tn7 cyclic peptide binding to fibrin D-Dimer-E complex; P02675; FP displacement of FITC-Tn7 peptide from fibrin DD(E); 0% = median of compound wells per plate; inhibition, % at 8.3 µM; 370,000 tested, 0.13% active; AID 720508;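 active = inhibition above the mean of compounds falling within the control limits plus 3 SD of them, cut at about 14% in these data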;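 also: 0% = plate median of compound wells and 100% = 10 µM Aha-Tn7 peptide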
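Also added: labelled Tn7 tracer, 0.1 µM; Assay system: human fibrin DD(E) protein; Amount: 2 µM fibrin DD(E); Schedule: 10 min compound pre-incubation, 3 h probe incubation at room temperature; Repeats: one replicate per compound; Read-out basis: percent inhibition; Measured by: fluorescence polarization of the labelled Tn7 tracer.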
TDP2 inh: TDP2 (human) inhibition, absorbance primary screen; O95551; recombinant TDP2, T5PNP hydrolysis, p-nitrophenol absorbance 415 nm; inhibition, % at 12.8 µM; 370,000 tested, 0.34% active;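 active = inhibition above the mean of all tested compounds plus 3 SD, set per campaign, cut at about 25% in these data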;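 also: 0% = DMSO with enzyme and 100% = buffer with substrate but no TDP2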
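Assay system: recombinant human TDP2 / Reagent: T5PNP substrate at 5 mM, a TopII-DNA adduct mimic / Measured by: epi absorbance from released p-nitrophenol / Evaluation: % inhibition relative to enzyme-containing and enzyme-free wells / Control set: enzyme-free and DMSO wells / Replicates: each compound tested once, singlicate / Schedule: enzyme reaction with compound for 2 h at 37 °C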
PRMT1 FP inh: PRMT1 (human) inhibition, primary screen; inhibition, % at 2.79 µM; AID 652257; 370,000 tested, 1.3% active; recombinant PRMT1, activity-based probe fluorescence polarization; Q99873;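 active = inhibition above about 21% made by adding two undisclosed values, limit read from the data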
LEDGF integ inh: blocks HIV-1 LEDGF/p75-dependent DNA integration; inhibition, % at 3.7 µM; 370,000 tested, 0.64% active; TR-FRET IN-LEDGF/p75 DNA integration, Eu/Cy5; AID 743269;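 active = inhibition above the screen-wide mean plus 3 SD, cut at about 13% in these data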;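 also: signal is the Cy5 over europium emission ratio at 671 and 618 nm; 0% = plate median of compound wells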
UHRF1 binding: blocks human UHRF1 binding to methylated DNA; 370,000 tested, 0.75% active; AID 687016; UHRF1 binding to methylated oligo, TR-FRET; inhibition, % at 4.4 µM; in the data active = inhibition above about 21%;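 also: UHRF1 SRA domain binding a hemimethylated CpG hairpin DNA probe; 0% = median of test compound wells and 100% = reference inhibitor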
Target sequence (Q96T88 whole entry, looked up, the tested form may be a part): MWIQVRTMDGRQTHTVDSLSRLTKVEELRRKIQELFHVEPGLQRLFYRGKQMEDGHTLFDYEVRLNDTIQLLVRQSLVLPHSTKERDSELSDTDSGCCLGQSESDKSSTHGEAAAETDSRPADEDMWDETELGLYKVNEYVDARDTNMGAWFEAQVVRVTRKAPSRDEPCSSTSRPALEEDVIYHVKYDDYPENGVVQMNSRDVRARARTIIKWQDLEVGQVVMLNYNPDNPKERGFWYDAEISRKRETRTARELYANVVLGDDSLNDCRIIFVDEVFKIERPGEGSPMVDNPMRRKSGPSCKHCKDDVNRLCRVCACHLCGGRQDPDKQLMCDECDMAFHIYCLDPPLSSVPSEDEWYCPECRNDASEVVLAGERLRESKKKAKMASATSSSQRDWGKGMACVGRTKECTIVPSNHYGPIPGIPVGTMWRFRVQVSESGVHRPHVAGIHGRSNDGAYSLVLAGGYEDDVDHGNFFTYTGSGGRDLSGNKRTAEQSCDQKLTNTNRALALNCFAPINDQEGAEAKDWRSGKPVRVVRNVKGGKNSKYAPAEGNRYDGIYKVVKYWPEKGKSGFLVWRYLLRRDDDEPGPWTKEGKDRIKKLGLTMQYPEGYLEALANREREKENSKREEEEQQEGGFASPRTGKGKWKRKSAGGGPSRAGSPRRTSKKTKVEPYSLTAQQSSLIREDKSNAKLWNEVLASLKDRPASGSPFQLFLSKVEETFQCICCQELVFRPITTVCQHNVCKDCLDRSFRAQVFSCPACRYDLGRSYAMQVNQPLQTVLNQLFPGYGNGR
TCR-CD3 inh: human TCR-CD3 binding inhibition. TAMRA-labeled TCR probe fluorescence, biochemical. inhibition, % at 9.4 µM. 360,000 tested, 0.37% active. AID 651800; in the data active = inhibition above about 19%;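 also: recombinant mutant TCR 2C K166C tagged with TAMRA read by polarization; 0% = receptor in buffer alone and 100% = receptor with positive control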
Starred values were filed as active, the others as inactive; x = no result given.

SMILES	HTRA1 inh	SIAE inh	ABHD4 inh	PG9 Ab binder	Tn7 DDE FP	TDP2 inh	PRMT1 FP inh	LEDGF integ inh	UHRF1 binding	TCR-CD3 inh
CC1=NNC(=O)C1CC(=O)N/N=C(/C)c1cccc([N+](=O)[O-])c1 (centres undefined)	6.2	12.1	2.4	0.2	5.7	-13.2	-3.5	-2.8	-7.2	7.5
COc1cc(Cl)ccc1OCc1cc(C(=O)N(C)CCc2cnn(C)c2)no1	1.3	1.5	2.6	0.8	4.5	5.6	-3.7	4.2	-2.0	-1.4
CC(=O)c1cc(C#N)c(SCC(=O)O)nc1C	4.0	-4.8	-1.7	0.0	6.3	-0.1	3.4	1.5	-1.8	7.0
C=CCn1nnnc1SCC(=O)Nc1ccccc1C(=O)OC	-5.6	3.7	2.8	-1.9	0.7	-10.8	-2.2	5.5	-2.6	2.7
COc1ccc(N(CC(=O)Nc2ccc3c(c2)OCO3)S(=O)(=O)c2ccccc2)cc1OC	-1.7	2.1	3.8	-1.9	1.0	-14.2	-3.9	-2.8	1.6	3.5
O=C(NCCNc1ccc([N+](=O)[O-])cc1)c1ccccc1F	5.3	0.7	-4.5	-1.9	-5.6	-8.5	-0.1	4.2	-1.8	6.6
COc1ccc(-c2cc(C(F)(F)F)c3c(n2)sc2c(O)cc(=O)[nH]c23)c(OC)c1	-58.7	-2.3	-26.4	-0.1	-1.7	-3.5	5.9	1.7	12.9	-11.5
CCn1c(CNC(=O)c2ccc(F)cc2)cc2ccccc21	-0.4	9.2	3.7	-0.6	2.1	0.0	1.7	1.7	2.5	-7.3
Cc1csc(SC(C)c2nc3scc(-c4ccccc4)c3c(=O)[nH]2)n1 (centres undefined)	-0.4	1.8	0.0	-1.5	-2.6	1.4	1.6	-7.8	3.7	-4.6
COc1cc2cc(C#N)c(SCC(=O)N3CCOCC3)nc2cc1OC	2.0	-0.9	4.0	-0.5	3.5	-1.9	3.7	1.2	-0.1	6.8
COc1ccc(NS(=O)(=O)c2cccc(C(=O)N3CCCC(C)C3)c2)cc1 (centres undefined)	-1.6	8.2	5.7	-0.5	-0.3	0.8	2.0	-2.1	-0.9	1.0
Clc1ccc(-c2csc(N3CCOCC3)n2)cc1	2.6	1.2	5.6	-0.8	0.4	-10.8	-1.4	2.5	-0.4	7.7
CC1SC(c2ccc(Cl)cc2Cl)NC1=O (centres undefined)	-0.6	-1.7	-4.1	-0.3	1.3	5.8	-2.3	-1.9	6.2	6.9
O=C(NCCN1CCC(n2c(=O)[nH]c3ccccc32)CC1)c1cccc(Cl)c1	x	4.3	14.4	0.3	-1.4	6.4	3.7	-3.8	-1.2	-5.0
O=C(CN1C(=O)NC2(CCCC2)C1=O)NCc1ccc(F)cc1	-6.4	-6.4	-2.1	0.4	-9.3	3.0	-0.5	1.5	-0.2	3.0
COC(=O)CN1C(=O)[C@H]2[C@@H](/C=C/c3ccccc3)N3C(=O)CN(CC4CC4)C(=O)[C@@]3(Cc3ccccc3)[C@H]2C1=O	-3.0	2.3	2.7	0.3	-3.5	10.8	1.5	0.4	-1.8	7.4
COc1ccc(NC(=O)c2cc(OC)c(OC)c(OC)c2)cn1	0.2	-0.8	-3.4	-2.4	-0.8	8.0	1.2	1.4	2.9	3.2
Cc1ccc(CCNC(=O)c2ccc3nc4ccccc4c(=O)n3c2)cc1	0.0	15.7	-3.1	0.3	2.1	18.2	0.1	-3.2	-2.6	6.5
c1ccc2c(c1)CNc1ccccc1-2	-6.6	9.7	0.8	1.0	4.4	-3.1	1.9	0.0	1.3	-1.7
COc1ccccc1N(C(=O)c1ccco1)C(C(=O)NC1CCCCC1)c1cc(OC)c(OC)c(OC)c1 (centres undefined)	-0.3	-7.6	-1.0	-0.2	11.1	-6.9	2.0	-2.5	-0.4	7.3
O=C(CN1C(=O)NC(Cc2ccccc2)C1=O)Nc1ccc(OC(F)(F)F)cc1 (centres undefined)	-9.0	1.6	1.5	-0.3	-7.1	-7.4	-3.5	0.8	-2.9	5.5
COc1ccc(S(=O)(=O)NCC(=O)N(CC(=O)NCc2ccco2)C2CCCC2)cc1	5.0	-1.8	5.4	0.2	6.1	-3.3	3.4	-10.0	-0.6	-9.5
COc1ccccc1OCc1ccc(C(=O)NC(C)c2ccccc2)o1 (centres undefined)	-15.3	1.2	-0.4	-1.6	0.9	7.3	4.2	3.1	-0.4	6.7
CCOC(=O)C1CCN(C(=O)CN(c2ccc3c(c2)OCCO3)S(C)(=O)=O)CC1	-4.3	5.7	-2.3	0.1	-0.6	2.7	-3.1	3.2	-6.2	3.1
CCOc1ccc(NS(=O)(=O)c2ccc(C(=O)NCC(c3cccs3)N3CCOCC3)cc2)cc1 (centres undefined)	-3.5	-13.0	-18.1	-1.1	2.1	-19.2	-5.5	1.4	-2.2	10.4

Some of these compounds in order of molecular weight, rising:
SMILES	HTRA1 inh	SIAE inh	ABHD4 inh	PG9 Ab binder	Tn7 DDE FP	TDP2 inh	PRMT1 FP inh	LEDGF integ inh	UHRF1 binding	TCR-CD3 inh
O=C(NCCN1CCC(n2c(=O)[nH]c3ccccc32)CC1)c1cccc(Cl)c1	x	4.3	14.4	0.3	-1.4	6.4	3.7	-3.8	-1.2	-5.0
COc1ccc(S(=O)(=O)NCC(=O)N(CC(=O)NCc2ccco2)C2CCCC2)cc1	5.0	-1.8	5.4	0.2	6.1	-3.3	3.4	-10.0	-0.6	-9.5
COc1ccc(N(CC(=O)Nc2ccc3c(c2)OCO3)S(=O)(=O)c2ccccc2)cc1OC	-1.7	2.1	3.8	-1.9	1.0	-14.2	-3.9	-2.8	1.6	3.5

Additional records follow:
SMILES	HTRA1 inh	SIAE inh	ABHD4 inh	PG9 Ab binder	Tn7 DDE FP	TDP2 inh	PRMT1 FP inh	LEDGF integ inh	UHRF1 binding	TCR-CD3 inh
COc1ccc(CCNC(=O)c2nnn(-c3cc(C)cc(C)c3)c2N)cc1OC	2.6	5.6	-4.9	1.5	2.2	-11.8	-2.9	2.8	4.5	-6.5
Clc1ccc(CNc2ccc(N3CCN(Cc4ccccc4)CC3)cc2)cc1	13.5	2.7	20.8	-2.4	0.9	-4.0	2.0	0.2	-0.6	-10.1
COC(=O)C1C(=O)CC(C)(O)C(C(=O)OC)C1c1ccccc1F (centres undefined)	-0.6	-3.1	-0.8	-2.0	-2.8	-6.8	0.0	1.1	16.6	-4.8
Cc1ccc(NC(=O)Cn2c(=O)cnc3ccccc32)cc1S(=O)(=O)N1CCOCC1	5.8	1.0	-1.5	-2.1	1.2	-3.5	1.0	-0.7	0.2	-3.5
COc1ccccc1N1CCN(C(=O)c2cc(S(=O)(=O)N3CCCCC3)ccc2C)CC1	-1.5	3.6	-4.3	0.5	1.6	-6.6	8.1	0.5	2.3	4.5
C[C@@H]1CN([C@H](C)CO)C(=O)c2c(c3ccccc3n2C)-c2ccccc2CO[C@H]1CN(C)Cc1ccccc1	-16.6	-2.0	1.7	-1.8	-2.1	-3.2	2.5	-2.2	1.7	-5.6
COc1cc(/C=N/n2c(C)nc3ccccc3c2=O)ccc1O	3.6	4.7	6.0	-2.9	0.7	11.9	-0.9	-2.8	2.5	0.9
CCOc1ccccc1C(=O)N1CCC(C(=O)c2ccc(F)cc2)CC1	1.6	0.0	-0.5	-0.2	-3.6	-14.4	0.2	-5.4	-0.2	-1.9
Cc1ccccc1Cn1cc(NC(=O)c2noc3c2CC(C(C)(C)C)CC3)cn1 (centres undefined)	-15.2	0.5	1.8	-1.7	-0.4	4.6	0.5	-6.3	-1.6	-0.2
O=C(N/C(=C/c1ccccc1)C(=O)N1CCCCC1)c1ccc(Br)o1	-1.7	7.0	-6.0	-1.9	1.0	3.5	0.0	2.9	0.8	3.5
CC(Oc1ccccc1)c1ccnn1S(C)(=O)=O (centres undefined)	-1.6	2.1	0.1	0.5	-4.5	-6.2	-1.4	0.8	1.9	6.9
Nc1cc(C(=O)OCC(=O)NNC(=O)c2cccs2)ccc1Cl	-2.2	2.9	-0.4	-1.9	3.3	9.0	-1.6	1.6	-3.6	9.7
CCOC(=O)COc1ccc2cc(C(=O)OCC)c(=O)oc2c1	8.4	-3.4	-0.7	0.5	2.8	2.2	-0.8	-4.8	-0.6	2.6
COC(=O)C(NC(=O)c1ccccc1C)(Nc1ncc(S(=O)(=O)c2ccc([N+](=O)[O-])cc2)s1)C(F)(F)F (centres undefined)	-6.5	2.8	-11.6	-2.1	-2.9	-9.9	-1.6	-1.8	1.2	-7.0
O=C(CN1CCCC1)N/N=C/c1c(O)ccc2ccccc12	25.5	10.5	9.1	-2.4	-8.7	-8.3	-0.3	-1.3	-9.8	11.8
O=C(Cc1ccc(NC(=O)C2CCCN(C(=O)C3CCCC3)C2)cc1)Nc1cccc(C(=O)N2CCCC2)c1 (centres undefined)	1.7	4.4	-5.0	-1.8	-2.2	-5.6	-3.4	2.0	5.2	-2.0
CC(OC(=O)Cc1n[nH]c(=O)c2ccccc12)C(=O)Nc1cccc([N+](=O)[O-])c1 (centres undefined)	1.6	-3.1	7.7	-0.1	2.8	8.3	1.6	-1.7	1.2	5.0
CCc1nnc2n1N=C(c1ccc(-c3cc(Cl)ccc3Cl)o1)CS2	-9.3	-4.0	-10.6	-0.6	-2.5	-6.9	-0.7	-0.4	3.3	4.2
CCN(CC(=O)Nc1c(F)cccc1F)C(=O)CCc1nc2cc(S(=O)(=O)N3CCOCC3)ccc2n1C	1.6	5.9	-2.6	2.2	-1.1	5.5	3.6	-3.7	0.5	-8.8
Cc1c(Cl)cccc1NC(=O)CSc1sc2c(O)cc(=O)[nH]c2c1C#N	-38.9	-17.0	-11.3	-1.3	7.6	-6.8	1.0	9.9	6.5	2.1
CC1=NS(=O)(=O)NC(C)(C)C1	4.7	-2.1	0.3	-1.6	3.0	5.0	-0.6	-1.7	0.1	6.5
CC(OC(=O)c1cccc(-n2cnnn2)c1)C(=O)c1ccccc1 (centres undefined)	5.4	4.4	1.5	1.8	-1.1	-6.5	3.5	-4.7	4.9	-11.1
CC1CCCN(C(=O)COC(=O)/C=C/c2ccc(C(F)(F)F)cc2)C1 (centres undefined)	-4.5	-0.8	-8.3	0.5	4.1	-0.4	0.9	-3.0	-0.1	1.5
CCN1CCc2c(sc(NC(=O)Cc3ccccc3)c2C(=O)OC)C1	-1.2	-0.1	-4.3	0.5	-2.4	0.1	-0.2	1.8	2.6	-0.4
OC1C2CN3CCN(C2)CC1(Cc1ccccc1)C3 (centres undefined)	1.8	20.9*	4.2	1.9	0.1	-2.2	-1.5	0.3	-0.8	11.9
C=CCn1c(CCNC(=O)c2ccccc2F)nnc1SCc1nc2ccccc2c(=O)[nH]1	1.6	-2.0	0.2	1.3	-2.7	4.9	-3.5	2.0	0.2	-0.2
COC(=O)C1=CN(C)C=C(C(=O)OC)C1c1ccsc1	4.0	3.1	4.1	-0.6	-5.4	1.1	-0.1	2.6	0.1	3.4
